Shiga toxin inh – Shiga toxin inhibition. AID 2315. Vero cells, Shiga toxin protein synthesis inhibition reporter. inhibition, % at 38.7 µM. 290,000 tested, 9.2% active; in the data active = inhibition mostly above about 28%, no sharp cut-off; inactive = mostly below about 43%; also: 0% is about no effect
Giardia FBPA inh – blocks Giardia fructose-bisphosphate aldolase activity. purified Giardia FBPA. 290,000 tested, 0.71% active. Potency, µM (doses to about 59.6 µM), without a hit: top-dose activity, negative = inhibition, actives largely listed as inhibitors. AID 2451; also: potency is read from the fitted curve at half-maximal effect; % is scaled to controls: 0 for no effect and ±100 for the full control effect; nearly all actives have a fitted effect of over 55% in size
Target sequence (A8B2U2 whole entry, looked up): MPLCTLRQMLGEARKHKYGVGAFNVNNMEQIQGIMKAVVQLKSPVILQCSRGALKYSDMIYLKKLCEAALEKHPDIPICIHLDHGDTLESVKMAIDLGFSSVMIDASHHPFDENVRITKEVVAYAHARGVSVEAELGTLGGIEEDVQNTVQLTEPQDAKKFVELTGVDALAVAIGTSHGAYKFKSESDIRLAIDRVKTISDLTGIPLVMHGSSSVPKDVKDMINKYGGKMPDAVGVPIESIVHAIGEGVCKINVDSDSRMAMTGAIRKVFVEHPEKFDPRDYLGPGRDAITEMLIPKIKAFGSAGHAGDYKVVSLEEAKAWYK
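Giardia FBPA (40 nM reagent) was preincubated 10 min at RT with compound (up to 57.5 uM final), then substrate plus GAPDH/TPI/NAD/arsenate coupling system with diaphorase/resazurin was added; resorufin fluorescence (525/598 nm) was read after 20 min.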
Pf growth 96h – P. falciparum growth inhibition at 96 hour, primary screen for plastid delayed-death inhibitors | P. falciparum luciferase reporter growth, 96 h | Potency, µM (doses to about 28.7 µM), for inactives: at the top dose activity change, negative = inhibition, actives largely listed as inhibitors | 320,000 tested, 6.9% active | AID 504834; also: potency is read from the fitted curve at half-maximal effect; % is scaled to controls: 0 for no effect and ±100 for the full control effect
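Delayed-death screen, second-generation endpoint: infected erythrocytes, 2% hematocrit, 0.05% parasitemia final; 96 hours at 37 C, 5% CO2; luciferase detection reagent; luminescence decrease equals reduced growth.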
Pf growth 48h – inhibits P. falciparum growth in the first generation, 48 h. AID 504832. 310,000 tested, 5.9% active. P. falciparum luciferase growth in erythrocytes, 48 h. Potency, µM (top dose mostly 28.7 µM), for the others: at the top dose activity change, negative = inhibition, most hits filed as inhibitors; also: potency is read from the fitted curve at half-maximal effect; % is scaled to controls: 0 for no effect and ±100 for the full control effect
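Cell-based growth assay: transgenic P. falciparum expressing firefly luciferase, cultured in red cells within RPMI 1640 containing 0.5% w/v Albumax, 24 mM bicarbonate and gentamycin. A drop in luciferase activity indicates inhibition.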
Sm TGR inh – blocks Schistosoma mansoni thioredoxin glutathione reductase | purified TGR, DTNB reduction, TNB absorbance 405 nm | AID 485364 | Q962Y6 | Potency, µM (series often up to 114 µM), for the others: at the highest dose activity change, negative = inhibition, usual class: inhibitors | 360,000 tested, 3% active; also: potency is read from the fitted curve at half-maximal effect; % is scaled to controls: 0 for no effect and ±100 for the full control effect; nearly all actives have a fitted effect of over 60% in size
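Kinetic colorimetric format: TGR-catalysed, NADPH-driven DTNB reduction monitored via TNB absorbance. Enzyme dispensed at 20 nM; compound exposure 15 min at room temperature before reaction start.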
Cycloheximide cs – affects cycloheximide protein synthesis inhibition readout, counter-screen | cell reporter, cycloheximide protein synthesis inhibition counterscreen | max response, % | 300,000 tested, 12% active | AID 2314; in the data active = max response mostly above about 13%, no sharp cut-off; inactive = mostly below about 14%; also: read at 38.3 µM for the half of the compounds with a filed dose; 0% is about no effect
Numbers without * were called inactive; ? = inconclusive; / = not tested or not shown; ! = a repeat was not active; [ ] = another dose, or the depositor's remark. Unless noted, calls follow the shape of the dose curve; as a rule, active = well fitted curve in the direction sought with a large enough effect; inconclusive = small, poorly fitted or top-dose-only effect, or another doubt; inactive = no such curve, though single readings can be large; an effect the other way counts as inactive or inconclusive.

1	COc1ccc(-c2csc(NC(=O)C3CC(=O)N(c4ccc5c(c4)OCCO5)C3)n2)cc1 (configuration not stated)
2	CC(C)CC(=O)N/C(N)=N/c1nc2ccccc2o1
3	c1ccc2c(OCCCCN3CCOCC3)cccc2c1
4	O=[N+]([O-])c1cccnc1Sc1n[nH]c(-c2ccc(Cl)cc2)n1
5	CN(C(=O)COC(=O)c1ccc2c(c1)OCCO2)C1CCCCC1
6	O=c1nc(NCc2ccccc2Cl)cn[nH]1
7	CCOC(=O)C1CCCN(Cc2cc(OC)c(O)c(OC)c2)C1 (configuration not stated)
8	Cc1cc(=O)oc(C)c1C(=O)Nc1cccc(F)c1
9	c1ccc2c(Nc3nc(N4CCOCC4)c4ccccc4n3)cccc2c1
10	CCOC(=O)C(NC(C)=O)(Nc1ccc(S(=O)(=O)Nc2nccs2)cc1)C(F)(F)F (configuration not stated)
Assay by compound,1,2,3,4,5,6,7,8,9,10
Pf growth 96h,12µM*,201%[activator],-20%,62%[activator],39%[activator],25%,33%[activator],-6%,?,?
Cycloheximide cs,24*,51*,6,37*,/,1,-3,-3,-3,0
Pf growth 48h,?,292%[activator],14%,60%[activator],12%,/,4%,0%,?,-20%
Giardia FBPA inh,-6%,4%,?,0%,/,7%,-25%,0%,-11%,-4%
Sm TGR inh,-1%,2%,3%,5%,-1%,6%,16µM*,-10%,-25%,1%
Shiga toxin inh,14,103*,8,55*,/,10,-7,-6,0,-15

11	COc1ccc(CN2C(=O)CN(C3CCCCCC3)C(=O)C2c2ccc(F)cc2)cc1 (configuration not stated)
12	COc1ccccc1CN1CCN(Cc2ccc(Cl)cc2)CC1
13	COc1ccccc1NC(=O)N(Cc1ccccc1)C1=NCC(C)S1 (configuration not stated)
14	CCCCCCCCCn1ccc(=N)cc1
15	COc1ccc(CNC(=O)CC2(CC(=O)O)CCCCC2)cc1
16	CCC(=O)Nc1cccc(C(=O)/C=C/c2cccs2)c1
17	Cc1ccccc1-n1nnnc1SCC(C)C
18	Cc1ccc(CSc2nnc3nc(C)cc(C)n23)cc1
19	N#Cc1c2n(c3c(=S)nc[nH]c13)CCCCC2
20	COC(=O)c1cn(C(=O)c2ccc(C)cc2)c2ccccc12
Assay by compound,11,12,13,14,15,16,17,18,19,20
Pf growth 96h,?,30%[activator],-4%,?,0%,?,-4%,/,94%[activator],?
Cycloheximide cs,-1,-2,16,-1,-3,37*,-1,-2,-1,7
Pf growth 48h,?,?,36%[activator],0.17µM*,23%,?,12%,?,-16%,19%
Giardia FBPA inh,-2%,?,-2%,7%,1%,4%,1%,-2%,?,-6%
Sm TGR inh,-7%,-5%,-18%,5%,4%,/,6%,1%,-2%,0%
Shiga toxin inh,-5,-7,14,7,-9,85*,-10,-15,-15,4

21	COc1ccc(CC(=O)OCC(=O)NC(=O)NC23CC4CC(CC(C4)C2)C3)cc1
22	COc1ccc(CNC(=O)CN(Cc2ccc(C)cc2)S(=O)(=O)c2ccc(Cl)cc2)cc1
23	Cn1nccc1NS(=O)(=O)c1ccc(NC(=O)C(F)(F)F)cc1
24	COc1ccc(OC)c(NC(=O)CCN2C(=O)c3ccccc3C2=O)c1
25	Cc1ccccc1C(=O)N1CCC(C(=O)Nc2ccc(F)cc2)CC1
26	CN(Cc1c(F)cccc1Cl)C(=O)c1ccc2ccccc2n1
27	CCOc1ccc2nc(SCC(=O)N(CC(C)C)c3c(N)n(Cc4ccccc4)c(=O)[nH]c3=O)[nH]c2c1
28	CCn1cc(CNC(=O)c2ccc(Cl)c([N+](=O)[O-])c2)c(C)n1
29	CC(=O)C1C(c2cccc(F)c2)c2c(n[nH]c2C)CC1(C)O (configuration not stated)
30	CN(C)CCNc1ncnc2c1sc1nc(-c3ccccc3)c3c(c12)CCCC3
Assay by compound,21,22,23,24,25,26,27,28,29,30
Pf growth 96h,-3%,/,-2%,?,/,19%,12µM*,15µM*,21%,2%
Cycloheximide cs,8,-5,-1,-1,-2,4,/,-2,-2,-4
Pf growth 48h,/,-19%,2%,70%[activator],-9%,3%,?,-26%,13%,?
Giardia FBPA inh,-6%,-6%,8%,5%,0%,20%,/,7%,2%,11%
Sm TGR inh,-15%,-2%,0%,1%,-9%,-6%,-9%,-5%,0%,1%
Shiga toxin inh,-18,-12,-2,-9,5,12,/,28,-11,-6

31	CC(=O)Nc1ccc(-c2cc3ccccc3o2)cc1
32	CCCc1cc(=O)oc2c(C)c(OCC(=O)N3C[C@H]4C[C@@H](C3)c3cccc(=O)n3C4)ccc12
33	Cc1nc2ccc(NC(=O)N3CCOCC3)cc2nc1C
34	COc1cc(C2/C(=C(\O)c3ccc4c(c3)CC(C)O4)C(=O)C(=O)N2Cc2ccco2)ccc1O (configuration not stated)
35	O=C1CC[C@@H](C(=O)O)N1
36	CCOC(=O)c1ccc(NC(=O)C2CC2)cc1
37	O=C1c2cccc3cccc(c23)C(=O)N1c1ccccn1
38	CCn1c(CNC(=O)c2ccco2)nnc1SCC(=O)Nc1cc(C)c(C)cc1Br
39	O=c1cc(-c2ccccc2)nc2cc(-c3ccc(Br)cc3)[nH]n12
40	Cc1cc(NC(=O)c2ccc(C#N)cc2)n(-c2ccccc2)n1
Assay by compound,31,32,33,34,35,36,37,38,39,40
Pf growth 96h,/,?,-19%,-14%,13µM*!,?,?,-28%,370%[activator],39%[activator]
Cycloheximide cs,43*,1,-2,-2,/,22*,-2,-2,9,/
Pf growth 48h,324%[activator],-13%,-5%,-7%,?,64%[activator],8%,/,?,6%
Giardia FBPA inh,9%,10%,-13%,21%,/,3%,-1%,4%,-15%,/
Sm TGR inh,-1%,6%,/,0%,-4%,-2%,5%,-1%,0%,-2%
Shiga toxin inh,105*,-7,5,-3,/,72*,5,-8,12,/

Copied from the list.
Value of CCn1c(CNC(=O)c2ccco2)nnc1SCC(=O)Nc1cc(C)c(C)cc1Br under Sm TGR inh: -1%
Value of O=C1CC[C@@H](C(=O)O)N1 under Pf growth 96h: 13µM*!
Value of CC(=O)Nc1ccc(-c2cc3ccccc3o2)cc1 under Shiga toxin inh: 105*
Value of CCCc1cc(=O)oc2c(C)c(OCC(=O)N3C[C@H]4C[C@@H](C3)c3cccc(=O)n3C4)ccc12 under Giardia FBPA inh: 10%
Value of CCOC(=O)c1ccc(NC(=O)C2CC2)cc1 under Giardia FBPA inh: 3%
Value of O=C1c2cccc3cccc(c23)C(=O)N1c1ccccn1 under Pf growth 48h: 8%

The list continues:
41	CC(NC(=O)C1CCN(S(=O)(=O)c2cc([N+](=O)[O-])ccc2Cl)CC1)c1ccccc1 (configuration not stated)
42	O=C(Nc1ccccc1)C1(c2ccccc2)CC1(Cl)Cl (configuration not stated)
43	Cc1ccc(CNC(=O)c2ccc(N3CCC4(CC3)CC(c3ccccc3)=NO4)c(NC(=O)c3ccc(Br)cc3)c2)cc1
44	COc1ccc(-n2c(C)cc(/C=C3\C(=O)NN(c4ccccc4)C3=O)c2C)cc1
45	Cn1c(=O)c2c(ncn2CCC(=O)N/N=C/c2ccncc2)n(C)c1=O
46	COc1cccc(C2C(C(=O)c3cc4ccccc4o3)=C(O)C(=O)N2c2cc(C)on2)c1OC (configuration not stated)
47	COc1cc(/C=C/C(=O)c2ccc(Cl)s2)cc(OC)c1O
48	Cc1ccc(NC(=O)C2=NNC(=O)CC2)cc1F
49	Cc1ccc2cc(C)c(NCCO)nc2c1
50	Cc1noc(NS(=O)(=O)c2ccc(N/C=C\C(=O)c3ccc(Br)cc3)cc2)c1C
Assay by compound,41,42,43,44,45,46,47,48,49,50
Pf growth 96h,-8%,1.7µM*,?,35%[activator],28%,36%[activator],?,54%[activator],-9%,52%[activator]
Cycloheximide cs,-2,7,4,39*,-6,17,9,35*,-2,19*
Pf growth 48h,-14%,3.7µM*,?,-4%,32%[activator],0%,/,95%[activator],-9%,20%
Giardia FBPA inh,2%,-4%,10%,-2%,1%,16%,-11%,4%,1%,12%
Sm TGR inh,-1%,-2%,-1%,7%,18%,4%,?,-1%,0%,-12%
Shiga toxin inh,-8,20,18,50*,5,-16,5,60*,22,58*

Part of the list above, with values under each structure.
Sequence of screens: Pf growth 96h | Cycloheximide cs | Pf growth 48h | Giardia FBPA inh | Sm TGR inh | Shiga toxin inh
(42) O=C(Nc1ccccc1)C1(c2ccccc2)CC1(Cl)Cl (configuration not stated)
  1.7µM* | 7 | 3.7µM* | -4% | -2% | 20
(43) Cc1ccc(CNC(=O)c2ccc(N3CCC4(CC3)CC(c3ccccc3)=NO4)c(NC(=O)c3ccc(Br)cc3)c2)cc1
  ? | 4 | ? | 10% | -1% | 18

Further compounds
51	Cc1cc2nc(CCN(C(=S)NCC(C)C)C3CCCC3)[nH]c2cc1C
52	COc1cccc(/C=N/NC(=O)CNC(=O)C2COc3ccccc3O2)c1O (configuration not stated)
53	CS(=O)(=O)n1nc(-c2ccc(Cl)cc2)nc1SCc1ccccc1
54	O=C(c1cc(C(=O)N2CCN(c3ccc(F)cc3)CC2)cc([N+](=O)[O-])c1)N1CCN(c2ccc(F)cc2)CC1
55	Cn1c(=O)c2c(nc(N/N=C/c3cccnc3)n2Cc2ccc(F)cc2)n(C)c1=O
56	COC(=O)COc1cc(C)cc2oc(=O)c3c(c12)CCCC3
57	CCOc1ccc(COC(=O)C2CC(=O)N(CCc3ccccc3)C2)cc1OC (configuration not stated)
58	Cc1ccc(S(=O)(=O)N2[C@@H](c3ccccc3)C(C(=O)O)=CC[C@H]2c2ccc(C(C)C)cc2)cc1
59	CCOc1ccc(CN(C(=O)c2cc3ccccc3oc2=O)C2CCS(=O)(=O)C2)cc1 (configuration not stated)
Assay by compound,51,52,53,54,55,56,57,58,59
Pf growth 96h,?,-6%,150%[activator],?,11%,52%[activator],-24%,?,13%
Cycloheximide cs,-1,1,39*,1,-3,-3,/,/,68*
Pf growth 48h,?,7%,/,?,?,0%,-12%,?,-1%
Giardia FBPA inh,1%,-28%,0%,6%,4%,-2%,/,/,7%
Sm TGR inh,-19%,-9%,-12%,-14%,2%,-5%,0%,-6%,5%
Shiga toxin inh,-20,-4,73*,/,-8,-7,/,/,111*

Full records, looked up by structure. Order of screens: Pf growth 96h, Cycloheximide cs, Pf growth 48h, Giardia FBPA inh, Sm TGR inh, Shiga toxin inh
`CCOc1ccc(CN(C(=O)c2cc3ccccc3oc2=O)C2CCS(=O)(=O)C2)cc1` (configuration not stated) reads 13%, 68*, -1%, 7%, 5%, 111*
`O=C(c1cc(C(=O)N2CCN(c3ccc(F)cc3)CC2)cc([N+](=O)[O-])c1)N1CCN(c2ccc(F)cc2)CC1` reads ?, 1, ?, 6%, -14%, /

Bioassay records deposited in PubChem by National Center for Advancing Translational Sciences (NCATS).
